# Assay outcomes deposited in PubChem by Johns Hopkins Ion Channel Center.
# ANO1 activ = mouse TMEM16A channel activation, primary screen; AID 623877; HEK293 TMEM16A/YFP-H148Q/I152L, iodide quench fluorescence; stronger effect = lower value; Q8BHY3; B-score at 10 µM; 0.3% of 340,000 active;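 active = fluorescence-ratio B-score plate-corrected deviation score at least 3 library SD below zero, with starting fluorescence score within 5 deviations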;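 note: channel opened by trigger with iodide after compound preincubation; score built on the fluorescence ratio of max minus min over baseline; more negative score means more quench and so TMEM16A activation or potentiation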
# TRPC4 agonist = opens the mouse TRPC4 cation channel; B-score at 10 µM; HEK293 TRPC4beta/mu-opioid, Fluo4 calcium fluorescence; stronger effect = higher value; Q9QUQ5; AID 2237; 0.49% of 310,000 active;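 active = B-score above 5 SD of library B-scores, and initial fluorescence ratio not above library mean plus 5 SD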;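 note: positive B-score marks a calcium rise read as TRPC4 activation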
# Target sequence (Q9QUQ5 whole entry, looked up): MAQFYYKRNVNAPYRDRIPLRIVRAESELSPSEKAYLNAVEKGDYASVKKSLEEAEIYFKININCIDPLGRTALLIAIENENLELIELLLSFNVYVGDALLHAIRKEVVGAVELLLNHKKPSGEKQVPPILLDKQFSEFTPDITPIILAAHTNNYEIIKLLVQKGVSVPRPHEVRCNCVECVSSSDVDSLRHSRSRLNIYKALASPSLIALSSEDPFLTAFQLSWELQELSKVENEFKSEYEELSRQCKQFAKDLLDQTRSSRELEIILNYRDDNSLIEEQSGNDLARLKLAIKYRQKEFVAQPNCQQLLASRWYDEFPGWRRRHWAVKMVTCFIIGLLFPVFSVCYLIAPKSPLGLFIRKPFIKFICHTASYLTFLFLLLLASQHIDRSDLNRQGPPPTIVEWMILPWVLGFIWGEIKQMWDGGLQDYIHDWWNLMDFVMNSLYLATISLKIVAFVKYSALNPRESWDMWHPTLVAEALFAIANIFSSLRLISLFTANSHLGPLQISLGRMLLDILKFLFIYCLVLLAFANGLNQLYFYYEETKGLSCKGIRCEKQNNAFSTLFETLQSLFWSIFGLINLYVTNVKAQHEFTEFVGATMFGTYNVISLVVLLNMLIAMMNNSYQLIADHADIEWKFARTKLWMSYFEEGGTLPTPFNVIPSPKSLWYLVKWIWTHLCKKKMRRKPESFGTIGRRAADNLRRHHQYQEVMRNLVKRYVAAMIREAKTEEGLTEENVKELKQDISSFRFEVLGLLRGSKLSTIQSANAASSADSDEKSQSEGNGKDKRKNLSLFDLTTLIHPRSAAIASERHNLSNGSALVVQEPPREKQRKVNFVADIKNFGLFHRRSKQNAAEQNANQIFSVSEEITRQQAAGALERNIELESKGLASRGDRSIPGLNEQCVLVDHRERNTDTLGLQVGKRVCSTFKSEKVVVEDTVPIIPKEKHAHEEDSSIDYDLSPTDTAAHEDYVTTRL
#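 Assay system: HEK293 stable line with TRPC4beta plus mu-opioid receptor; schedule: 45 min room-temperature Fluo4 loading, 110 s read; technique: kinetic Fluo4 calcium fluorescence; evaluation: integrated baseline-normalised fluorescence ratio, converted to per-well B score; controls: buffer (low) and maximal DAMGO (high)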
# RGS4 inh = inhibitors of human RGS4 | HEK293 M3R/RGS4 inducible, Fluo-4 calcium flux; stronger effect = higher value; triggered by carbachol at its EC20 | B-score at 10 µM | 0.45% of 310,000 active | AID 463165;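 active = B-score, a plate-corrected calcium signal, over three deviations above library mean, with baseline fluorescence within five deviations of library mean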;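 note: RGS4 expression induced by doxycycline in cells with stable M3 receptor; B-score is computed from the integrated fluorescence ratio over baseline after carbachol; higher B-score means a larger calcium signal and so more RGS4 inhibition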
# TRPC4 block = inhibitors of mouse TRPC4 channel | Q9QUQ5 | HEK293 TRPC4beta/mu-opioid, DAMGO-evoked Fluo4 calcium flux; stronger effect = lower value | B-score at 10 µM | 0.39% of 300,000 active | AID 2247;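 active = B-score over 3 SD under the library average, no early fluorescence shift, positive overall ratio signal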
#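 Assay system – HEK293 line stably carrying TRPC4beta and mu-opioid receptor · Doses – single dose · Detection – Fluo4 calcium-dye fluorescence, kinetic read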
# MrgX1 antag = antagonists of human MrgX1 receptor. B-score at 10 µM. Q96LB2. 1.3% of 310,000 active. MRGX1-HEK293 calcium flux, Fluo-4, BAM8-22 antagonism; stronger effect = lower value;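 active = calcium-response B-score plate-corrected more than 3 library SD below zero, starting fluorescence within 5 deviations, no agonist response on first addition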;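 note: peak minus trough fluorescence over baseline after final BAM8-22 challenge near maximal dose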
# MrgX1 ag = agonists of human MrgX1 receptor | AID 588627 | 0.44% of 310,000 active | MrgX1-HEK293 cells, Fluo-4 calcium fluorescence, agonist mode; stronger effect = higher value | B-score at 10 µM;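 active = calcium response B-score plate-corrected fluorescence ratio at least 3 library SD, with starting fluorescence B-score inside 5 SD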
#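 Material: MrgX1-expressing HEK293 cells / Dosing: compound as first of three additions / Incubation: overnight seeding, then 1 h dark dye loading / Signal: Fluo-4 NW calcium fluorescence / Evaluation: B-scored fluorescence response ratio / Benchmarks: positive and negative control wells on each plate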
# TRPC6 act = activators of mouse TRPC6 channel; Q61143; HEK293-TRPC6 membrane potential dye fluorescence; stronger effect = higher value; B-score at 10 µM; 0.13% of 310,000 active;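 active = B-score of the integrated fluorescence ratio above library mean plus 3 SD, and starting fluorescence ratio within library mean plus 5 SD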;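 note: higher score means more depolarization so channel activation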
# TRPC4 potent = TRPC4 (mouse) allosteric potentiation; Q9QUQ5; HEK293 TRPC4beta/mu-opioid, DAMGO EC20, Fluo-4 Ca2+ flux; stronger effect = higher value; B-score at 10 µM; 0.42% of 310,000 active;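 active = B-score of calcium response area above 5 SD of library B-scores, with initial fluorescence ratio within 5 SD of library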;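 note: B-score of integrated fluorescence ratio over time as area under calcium response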
# TRPC6 inhibitor = blocks the mouse TRPC6 cation channel; HEK293-TRPC6, membrane potential dye, ACh-evoked depolarization; stronger effect = lower value; Q61143; 1.1% of 310,000 active; B-score at 10 µM;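 active = B-score under library mean minus 3 SD, initial fluorescence not abnormally high, positive integrated signal ratio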;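 note: B-score derived from integrated fluorescence ratio over the kinetic read; more negative B-score means stronger inhibition of depolarization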
# ANO1 block = inhibitors of mouse TMEM16A calcium-activated chloride channel. Q8BHY3. HEK293 TMEM16A/YFP iodide influx fluorescence, ionomycin. normalized B-score (activity score, 25-100; higher = stronger inhibition) at 10 µM. 1.2% of 310,000 active. AID 588511;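 active = ratio plate-corrected score three or more library SD toward inhibition, starting fluorescence score within five deviations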;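 note: score derived from kinetic fluorescence span divided by baseline fluorescence per well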
# MrgX1 allo act = human MrgX1 positive allosteric modulation, primary screen | Q96LB2 | MrgX1-HEK293, Fluo-4 calcium flux, FDSS; stronger effect = higher value | B-score at 10 µM | 0.63% of 310,000 active;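 active = plate-corrected calcium response at least 3 library SD above typical, normal starting fluorescence, not activating the receptor alone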;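 note: compound read alongside a low EC10 to EC30 dose of BAM8-22 agonist; peak minus trough fluorescence over baseline measured at the second addition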
# * = called active by the depositor; i = inactive; · = no result given.
SMILES,ANO1 activ,TRPC4 agonist,RGS4 inh,TRPC4 block,MrgX1 antag,MrgX1 ag,TRPC6 act,TRPC4 potent,TRPC6 inhibitor,ANO1 block,MrgX1 allo act
COc1ccc(-c2c(-c3ccc(OCC(=O)NN)cc3O)n[nH]c2C)cc1OC,i,i,i,i,i,i,i,i,i,i,i
CC(C)OP(=O)(OC(C)C)C1(O)C(=O)Nc2ccc(Br)cc21 (stereo not given),i,i,i,i,i,i,i,i,i,i,i
O=C(O)C1CC=CCC1C(=O)Nc1ccc(F)c(F)c1 (stereo not given),i,i,i,i,i,i,i,i,i,i,i
Fc1cccc(Nc2cc(-n3cccn3)ncn2)c1,i,i,i,i,i,i,i,i,i,i,i
C/C(=N\NC(=O)c1ccco1)c1cc(Cl)sc1Cl,i,i,i,i,i,i,i,i,i,i,i
CCOc1ccc(CN2C(=O)c3ccccc3C2C(=O)NCc2cccnc2)cc1 (stereo not given),i,i,i,i,i,i,i,i,i,i,i
COc1cccc(/C=C/C(=O)OCC(=O)Nc2cc(C(F)(F)F)ccc2Cl)c1,i,i,i,i,i,i,i,i,i,i,i
C(#CCN1CCOCC1)COC(c1ccccc1)c1ccccc1,i,i,i,i,i,i,i,i,i,i,i
O=C(Nc1cccc(-c2nc3ccccc3s2)c1)c1cc(-n2cnnc2)ccc1Cl,i,i,i,i,i,i,i,i,i,i,i
c1ccc(-c2cc3ccccc3nc2N2CCCC2)cc1,i,i,i,i,i,i,i,i,i,i,i
COc1ccc(NC(=O)C2(c3ccc(NC(=O)c4ccc(OC(C)=O)cc4)cc3)CCCC2)cc1,i,i,i,i,i,i,i,i,i,i,i
CC(=O)COc1ncnc2c(Cl)cc(Cl)cc12,i,i,i,i,-4.9*,i,i,i,i,i,i
O=C(COC(=O)c1cc(S(=O)(=O)N2CCCC2)ccc1O)Nc1ccc(S(=O)(=O)N2CCOCC2)cc1,i,i,i,i,i,i,i,i,i,i,i
N=C1c2c(cc(=O)n3c2[nH]c2ccccc23)CN1CCN1CCOCC1,i,i,i,i,i,i,i,i,i,i,i
N#Cc1ccc(Oc2ccc(S(=O)(=O)N3CCCC3)cn2)cc1,i,i,i,i,i,i,i,i,i,i,i
COc1cc(C)nc(N(C)C(C)=O)n1,i,i,i,i,i,i,i,i,i,i,i
O=C(O)c1cc(-c2ccc3c(c2)OCO3)nc2ccc(Cl)cc12,i,i,i,i,i,i,i,i,i,i,i
O=C(CSc1ncccn1)N1CCCC1,i,i,i,i,i,i,i,i,i,i,i
Cn1nnnc1SCC(=O)Nc1ccccc1Br,i,i,i,i,i,i,i,i,i,i,i
Cc1c(Cl)cccc1NC(=O)c1cccc(OC(F)F)c1,i,i,i,i,i,i,i,i,i,i,i
O=C(Nc1cccc(C(=O)N2CCCCCC2)c1)c1ccco1,i,i,i,i,-4.7*,i,i,i,i,i,i
CN1CCN(c2nc3c(c(=O)n(C)c(=O)n3C)n2CC(N)=O)CC1,i,i,i,i,i,i,i,i,i,i,i
CC(=O)N=c1scc(-c2ccccc2)n1-c1cccc(O)c1,i,i,i,i,i,i,i,i,i,i,i
COc1ccc(CCNC(=O)CC2SC(=NCCc3ccccc3)NC2=O)cc1OC (stereo not given),i,i,i,i,i,i,i,i,i,i,i
O=C(O)C1Cc2ccccc2CN1C(=O)COc1ccc(Cl)cc1 (stereo not given),i,i,i,i,i,i,i,i,i,i,i
O=c1[nH]c2ccccc2c2nc(-c3cccc(S(=O)(=O)N4CCCC4)c3)nn12,i,i,i,i,i,i,i,i,i,i,i
N#CC12CCCCC1CC1CCCCC1(C#N)N2Cc1ccccn1 (stereo not given),i,i,i,i,i,i,i,i,i,i,i
CCCCC(=O)Nc1ccc(S(=O)(=O)Nc2nccc(C)n2)cc1,i,i,i,i,i,i,i,i,i,i,i
CC(=O)c1cc2c(cc1NC(=O)CSc1nc3ccccc3[nH]1)OCO2,·,i,i,i,-6.6*,i,i,i,i,i,i
O=C(COc1ccc(F)cc1Cl)Nc1cc(S(=O)(=O)N2CCOCC2)ccc1N1CCCCC1,i,i,i,i,i,i,i,i,i,i,i
COc1ccccc1NS(=O)(=O)c1cc(-c2cnc(C3CC3)o2)ccc1C,i,i,i,i,i,i,i,i,i,i,14*
Cc1c(C(=O)N2CCCCC2)oc2ccc(Br)cc12,i,i,i,i,i,i,i,i,i,i,i
Cc1ccc(NC2=Nc3ccccc3CC2)cc1,i,54*,i,i,i,i,i,i,i,i,i
Cc1nc2ccc(Nc3nc4cc(S(=O)(=O)N5CCOCC5)ccc4o3)cc2s1,i,i,i,i,i,i,i,i,i,i,i
CC(OC(=O)CNS(=O)(=O)c1ccc(C#N)cc1)C(=O)Nc1ccc(Cl)cn1 (stereo not given),i,i,i,i,i,i,i,i,i,i,i
COc1ccccc1CC1CC(=O)N(c2cccc(Cl)c2C)C1=O (stereo not given),i,i,i,i,i,i,i,i,i,i,i
CCOC(=O)c1ccc(NS(=O)(=O)c2ccc3oc(=O)[nH]c3c2)cc1,i,i,i,i,i,i,i,i,i,i,i
O=C(CN1CCc2ccccc2C1)NCc1ccco1,i,i,i,i,i,i,i,i,i,i,i
Cc1ccc(-n2c(-c3ccco3)nc3c(cnn3-c3ccc(C)cc3)c2=O)cc1,i,i,i,i,i,i,i,i,i,i,i
CCN1CCN(C(=O)CN2C(=O)c3cccc4cccc2c34)CC1,i,i,i,i,i,i,i,i,i,i,i
N#Cc1ccc(CSc2nnc(Cc3cccs3)n2Cc2ccco2)cc1,i,i,i,i,i,i,i,i,i,i,i
O=C(NCC1CC1(Cl)Cl)Nc1ccc(Cl)c(Cl)c1 (stereo not given),i,i,i,i,-5.5*,i,i,i,i,i,i
N#C/C(=N\Nc1ccc([N+](=O)[O-])cc1)C(=N)N1CCOCC1,i,i,i,i,i,i,i,i,i,i,i
CCOCCCNCc1cn(-c2ccc(F)cc2F)nc1-c1ccccc1C,i,77*,i,i,i,i,i,i,i,i,i
CCOC(=O)C1=C(c2ccc(O)cc2)NC(=O)NC1C (stereo not given),i,i,i,i,i,i,i,i,i,i,i
Cc1ccc(NC(=O)COCC(=O)Nc2ccc(F)cc2)cc1,i,i,i,i,i,i,i,i,i,i,i
COc1cc(Nc2nc3ccccc3nc2NS(=O)(=O)c2ccc([N+](=O)[O-])cc2)cc(OC)c1OC,i,i,i,i,i,i,i,i,-6.4*,i,i
COc1ccccc1C(=O)COC(=O)CNC(=O)c1ccc(Br)o1,i,i,i,i,i,i,i,i,i,i,i
O=C(COc1ccccc1[N+](=O)[O-])Nc1ccc(Br)cc1,i,·,·,·,i,i,·,·,·,i,i
Cc1oc(-c2ccccc2F)nc1CSCC(=O)NCc1ccc2c(c1)OCO2,i,i,i,i,i,i,i,i,i,i,i
CCC(=O)N1CCc2cc(OC)c(OC)cc2C1COc1ccccc1OC (stereo not given),i,i,i,i,·,·,i,i,i,·,·
Cc1ccc(Cl)cc1NC(=O)C[n+]1ccc(Cc2ccc([N+](=O)[O-])cc2)cc1,i,i,i,i,i,i,i,i,i,i,i
NC(=O)CCN1CCCCC1,i,i,i,i,i,i,i,i,i,i,i
O=C(Nc1nnc(-c2ccccc2)o1)c1ccc(Cl)cc1,i,48*,i,i,i,i,i,i,i,i,i
CCN(CC)S(=O)(=O)c1cc(NC(=O)C(CC(C)C)NC(N)=O)ccc1C (stereo not given),i,i,i,i,i,i,i,i,i,i,i
Cc1c(-n2cc(C(=O)c3cc(Cl)ccc3O)cc(C#N)c2=O)c(=O)n(-c2ccccc2)n1C,i,i,i,i,i,i,i,i,i,i,7.8*
CN1CCN(C(=O)/C(=C/c2ccc(F)cc2)NC(=O)c2ccccc2)CC1,i,i,i,i,i,i,i,i,i,i,i
CC/C(Cc1ccccc1)=N\NC(=O)c1cc([N+](=O)[O-])cc([N+](=O)[O-])c1,i,i,i,i,i,i,i,i,i,i,i
COc1cccc(SCC2(O)CCN(C(=O)c3ccc(Cl)cc3)CC2)c1,i,i,i,i,i,i,i,i,i,i,i
CCOc1ccccc1CNC(=O)C1CCN(c2nnc(C)c3c(C)n(-c4ccc(C)cc4)nc23)CC1,i,i,i,i,i,i,i,i,i,i,i
# New compounds follow
SMILES,ANO1 activ,TRPC4 agonist,RGS4 inh,TRPC4 block,MrgX1 antag,MrgX1 ag,TRPC6 act,TRPC4 potent,TRPC6 inhibitor,ANO1 block,MrgX1 allo act
COc1ccc2cc(Br)ccc2c1CC(=O)NC1CC(C)(C)NC(C)(C)C1,i,i,i,i,i,i,i,i,i,i,i
COc1ccccc1C(=O)OCc1ccc2sc(C)nc2c1,i,i,i,i,i,i,i,i,i,i,i
c1ccc(Nc2nc(N3CCOCC3)c3ccccc3n2)cc1,i,i,i,i,i,i,i,i,i,i,i
Cc1ccc(NC(=O)NNC(=O)c2cc3ccccc3cc2O)c(C)c1,i,i,i,i,i,i,i,i,i,i,i
COC(=O)c1ccc(NC(=O)c2ccco2)cc1,i,i,i,i,i,i,i,i,i,i,i
Cc1ccc(NC(=O)c2ccccc2O)cc1,i,i,i,i,i,i,i,i,i,i,11*
COc1ccc(NC(=O)CN(C)C(=O)Cc2ccc3c(c2)CCC3)cc1,i,i,i,i,i,i,i,i,i,i,i
CCOC(=O)CNC(=O)C1(/C=C/c2ccccc2)CC(=O)N1c1ccc(C)cc1 (stereo not given),i,i,i,i,i,i,i,i,i,i,i
CC1(C)CC(=O)C2=C(C1)Nc1nc(SCCN3CCOCC3)[nH]c(=O)c1C2c1cccs1 (stereo not given),i,i,i,i,i,i,i,i,i,i,i
CCn1nc(C)c(/C=N/NC(=O)CSc2ccccn2)c1C,i,i,i,i,i,i,i,i,i,i,i

# A draw from above in order of heavy-atom count, descending.
SMILES,ANO1 activ,TRPC4 agonist,RGS4 inh,TRPC4 block,MrgX1 antag,MrgX1 ag,TRPC6 act,TRPC4 potent,TRPC6 inhibitor,ANO1 block,MrgX1 allo act
COc1ccc2cc(Br)ccc2c1CC(=O)NC1CC(C)(C)NC(C)(C)C1,i,i,i,i,i,i,i,i,i,i,i
Cc1ccc(NC(=O)NNC(=O)c2cc3ccccc3cc2O)c(C)c1,i,i,i,i,i,i,i,i,i,i,i
CCn1nc(C)c(/C=N/NC(=O)CSc2ccccn2)c1C,i,i,i,i,i,i,i,i,i,i,i
